# Screening data from PubChem BioAssay.
# NR2F2 inh = NR2F2 transcriptional activity inhibitors, primary screen, cell-based, luciferase reporter, HEK293T, luminescence; COUP transcription factor 2 (Homo sapiens), P24468; HEK293T NGFI-A luciferase reporter; inhibition, % at 8.6 µM; 370,000 tested, 0.7% active;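 active means inhibition above a per-plate cutoff, mean inhibition of test wells between control levels plus 3 SD, cut at about 38% in these data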;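 further: cells cotransfected with COUP-TFII expression vector driving the NGFI-A reporter; 0% = median of COUP-TF2 test wells and 100% = reporter-only cells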
# NCOA2 inhibitor = inhibition of GAL4-SRC2 driven luciferase reporter, primary screen, SRC2 inhibitor project, cell-based, luminescence; 370,000 tested, 0.17% active; Nuclear receptor coactivator 2 (Homo sapiens), Q15596; HEK293 GAL4-SRC2 luciferase reporter; AID 651957, 2012; inhibition, % at 9 µM;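 active means inhibition above the mean inhibition of all tested compounds plus 3 SD, set per campaign, cut at about 52% in these data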;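 further: 0% = DMSO treated cells and 100% = cells given Gossypol at 36 µM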
# NR5A2 inv ag = LRH-1 (NR5A2) inverse agonists, primary screen, cell-based, luminescence, HEK293T, StAR-luciferase reporter; LRH-1 transfected, 24 h; inhibition, % at 3.6 µM; 360,000 tested, 0.13% active;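 active means inhibition above the mean inhibition of all tested compounds plus 3 SD, cut at about 73% in these data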;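 further: 0% = DMSO wells and 100% = reporter-only cells lacking LRH-1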
# CF NFkB block = inhibitors of PAF-induced NF-kB signaling, primary screen, cell-based, GFP fluorescence, uHTS; 360,000 tested, 0.86% active; AID 588850, 2011; KKLEB NF-kB-GFP reporter, GFP fluorescence overnight; inhibition, % at 5 µM;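 active means at least 50% inhibition at 5 µM, scaled per plate between neutral and stimulator controls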;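 further: PAF is a Pseudomonas aeruginosa culture filtrate used as stimulus; plate controls were PAF-stimulated DMSO wells for no effect and unstimulated DMSO wells for full effect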
# KKLEB cytotox = cytotoxicity in KKLEB CF airway cells, primary screen, cytotoxicity control for CF NF-kB inhibitor project, cell-based, uHTS, fluorescence assay plates | 360,000 tested, 0.36% active | KKLEB CF airway cells viability, ATPlite luminescence, overnight; hits give low values; cells stimulated with P. aeruginosa culture filtrate | AID 602141, 2011 | activity change (cytotoxicity), % at 5 µM;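 active means corrected activity change at or below -50% at 5 µM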
# TWEAK Fn14 block = inhibitors of TWEAK-Fn14 signaling, primary screen, luciferase reporter cells, uHTS | 360,000 tested, 2% active | TWEAK-stimulated Fn14 reporter cells, luciferase luminescence, 8 h | inhibition, % at 10 µM; in the data active means inhibition above about 50%
# NCOA1 inh = SRC1 coactivator transcriptional activity inhibitors, primary screen, cell-based, luminescence; Nuclear receptor coactivator 1 (Homo sapiens), Q15788; HEK293 GAL4-SRC1 luciferase reporter; inhibition, % at 3.6 µM; 360,000 tested, 0.12% active;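 active means inhibition above the campaign mean plus 3 SD, with each screening campaign given its own cutoff, cut at about 60% in these data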;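 further: 0% = DMSO treated cells and 100% = gossypol at 36 µM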
# Target sequence (Q15788 whole entry, looked up, the tested form may be a part): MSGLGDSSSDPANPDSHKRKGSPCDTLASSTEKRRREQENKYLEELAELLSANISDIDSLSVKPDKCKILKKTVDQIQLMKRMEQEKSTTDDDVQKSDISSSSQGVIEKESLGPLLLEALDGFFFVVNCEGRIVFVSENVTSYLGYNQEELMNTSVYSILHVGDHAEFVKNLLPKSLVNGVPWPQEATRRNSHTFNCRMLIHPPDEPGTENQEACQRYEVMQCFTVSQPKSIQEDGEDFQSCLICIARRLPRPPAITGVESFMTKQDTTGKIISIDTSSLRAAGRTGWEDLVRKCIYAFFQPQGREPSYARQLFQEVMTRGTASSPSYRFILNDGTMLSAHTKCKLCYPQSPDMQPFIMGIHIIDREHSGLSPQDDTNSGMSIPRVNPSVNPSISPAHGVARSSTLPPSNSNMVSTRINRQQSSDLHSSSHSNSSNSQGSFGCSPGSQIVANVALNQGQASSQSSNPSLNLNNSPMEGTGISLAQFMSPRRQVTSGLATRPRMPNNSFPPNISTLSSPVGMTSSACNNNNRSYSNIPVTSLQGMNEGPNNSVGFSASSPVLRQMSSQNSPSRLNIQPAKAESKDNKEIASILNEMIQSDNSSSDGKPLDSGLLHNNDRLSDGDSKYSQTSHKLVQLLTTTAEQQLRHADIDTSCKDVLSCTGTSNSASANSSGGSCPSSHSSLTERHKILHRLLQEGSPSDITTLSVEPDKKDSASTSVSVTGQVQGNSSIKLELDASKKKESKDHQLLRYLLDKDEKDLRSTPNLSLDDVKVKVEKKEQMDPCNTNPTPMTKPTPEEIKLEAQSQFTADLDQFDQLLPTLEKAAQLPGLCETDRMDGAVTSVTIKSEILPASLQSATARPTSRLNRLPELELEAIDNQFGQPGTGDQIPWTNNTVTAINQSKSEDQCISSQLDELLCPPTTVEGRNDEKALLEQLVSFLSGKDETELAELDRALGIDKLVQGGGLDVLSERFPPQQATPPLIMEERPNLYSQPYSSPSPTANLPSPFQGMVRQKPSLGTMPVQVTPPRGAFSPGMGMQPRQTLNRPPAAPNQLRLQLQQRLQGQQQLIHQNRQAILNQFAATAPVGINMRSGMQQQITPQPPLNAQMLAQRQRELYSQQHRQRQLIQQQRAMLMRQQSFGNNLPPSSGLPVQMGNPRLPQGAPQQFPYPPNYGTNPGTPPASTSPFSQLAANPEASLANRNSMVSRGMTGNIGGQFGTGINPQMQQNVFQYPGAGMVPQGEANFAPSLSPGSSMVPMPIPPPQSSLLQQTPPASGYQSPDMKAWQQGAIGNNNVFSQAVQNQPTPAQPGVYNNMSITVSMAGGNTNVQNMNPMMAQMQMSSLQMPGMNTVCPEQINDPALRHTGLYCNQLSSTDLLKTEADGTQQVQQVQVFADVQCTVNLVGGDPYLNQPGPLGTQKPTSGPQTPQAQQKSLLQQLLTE
# TRAIL sens C8 = viability loss with TRAIL in NB7+C8 cells, primary screen, TRAIL sensitizer project, cell-based, ATPlite luminescence. inhibition (viability loss, TRAIL sensitization), % at 10 µM. 360,000 tested, 1% active. AID 624354, 2012;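 active means compounds causing at least 50% loss of cell viability in the single-dose screen, relative to plate controls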
# NCOA3 inh = SRC3 coactivator transcriptional activity inhibitors, primary screen, cell-based, luminescence. Nuclear receptor coactivator 3 (Homo sapiens), Q9Y6Q9. HEK293 GAL4-SRC3 luciferase reporter. inhibition, % at 3.6 µM. 360,000 tested, 0.17% active;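 active means inhibition above a per-campaign cutoff, the mean of all compounds plus 3 SD, cut at about 60% in these data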;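 further: 0% = DMSO-treated cells and 100% = gossypol-treated cells at 36 µM; higher means less SRC3-driven luciferase light from the GAL4 reporter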
# EBV LMP1 NFkB = EBV LMP1-driven NF-kappaB luciferase reporter inhibitors, primary screen, cell-based, luminescence, single point | inhibition, % at 12.5 µM | 350,000 tested, 0.69% active | LMP1-induced NF-kappaB luciferase reporter cells; in the data active means inhibition above about 41%;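 further: 0% = neutral control wells and 100% = reference inhibitor control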
# TROY signal inh = inhibitors of TROY-driven NF-kB signaling, primary screen, Q293 LMP1-TROYcd cells, NF-kB luciferase, uHTS; Q293 LMP1-TROYcd NF-kB luciferase reporter, 4 h; inhibition, % at 10 µM; 360,000 tested, 0.98% active; AID 1347056, 2019;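 active means compounds whose plate-normalised and pattern-corrected inhibition of the luciferase reporter signal at the single screening dose is 50% or more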
# * = called active by the depositor; . = not tested or not shown.
SMILES,NR2F2 inh,NCOA2 inhibitor,NR5A2 inv ag,CF NFkB block,KKLEB cytotox,TWEAK Fn14 block,NCOA1 inh,TRAIL sens C8,NCOA3 inh,EBV LMP1 NFkB,TROY signal inh
Cc1ccc(C(=O)OCC(=O)N2CC(C)OC(C)C2)cc1 (centres undefined),-3,-32,7,13,1,-4,5,-1,-14,-2,4
O=C(Cn1nc(-c2ccccc2)c2ccccc2c1=O)NN1CCOCC1,-1,-16,14,-9,4,-5,7,-9,10,10,-20
CN(CC(=O)Nc1ccc(Cl)c(C(F)(F)F)c1)C(=O)c1ccc(OCC2CCCO2)cc1 (centres undefined),27,6,30,-4,-10,14,-16,10,20,-3,6
CN(C)S(=O)(=O)c1ccc(C(=O)NCC(c2cccs2)N2CCOCC2)cc1 (centres undefined),2,-13,6,-11,6,-8,-6,-3,18,-4,-18
CC(C)NC(=S)N1CCN(C(c2ccccc2)c2ccccc2)CC1,0,-40,13,7,3,4,5,6,1,-5,-8
CS(=O)(=O)N(CC(=O)NCCSC1CCCCC1)c1ccc2c(c1)OCO2,12,-23,9,-10,-1,-1,-15,-11,8,-6,-15
CCOC(=O)c1cnn(-c2cc(C)cc(C)c2)c1N,-8,-7,-29,-13,24,-23,-35,-2,4,-4,-37
CC(C)(C)n1nc2c(c1NC(=O)c1cc(Cl)ccc1[N+](=O)[O-])CS(=O)(=O)C2,3,3,6,-15,2,-1,16,-13,-1,2,-21
CCOC(=O)c1sc(NC(=O)CSc2nc(-c3ccco3)cc(C(F)(F)F)n2)c(C#N)c1C,-6,-19,10,23,-3,-1,-19,-6,-3,-1,29
O=C(Oc1cc(-c2ccccc2)no1)c1cccc(C(F)(F)F)c1,9,-26,16,23,-22,5,-5,5,27,5,-7
CCOc1ccc(-n2c(=O)c3c4c(sc3n(CC(=O)NCC3CCCO3)c2=O)CCCC4)cc1 (centres undefined),23,-15,13,6,-14,8,-1,-11,19,2,-4
Cc1ccc(C(=O)Nc2ccccc2NC(=O)c2ccc(C)o2)o1,-15,9,-1,-8,11,-2,-32,-1,9,-1,-28
O=C(CCc1c[nH]c2ccccc12)OCc1ccc(Br)cc1,-6,-32,11,-13,19,-6,-10,0,-2,-13,6
COc1ccc2cc(C3CC(c4ccco4)=NN3S(C)(=O)=O)c(Cl)nc2c1 (centres undefined),12,-8,-13,-14,3,-1,0,11,3,2,-8
CCOC(=O)c1c(-c2ccc(C)cc2)csc1/N=C/N(C)C,-16,-21,18,-3,9,-6,-1,-6,1,6,-3
CCC(=O)N1CCc2cc(OC)c(OC)cc2C1COc1ccc(F)cc1 (centres undefined),11,-25,8,19,-9,-4,-4,9,14,0,-12
CN(Cc1ccccc1)S(=O)(=O)c1ccc2c(c1)CCC(=O)N2,-9,16,-2,-3,2,1,-23,-8,2,-1,5
O=C(CSCc1c(F)cccc1Cl)NCc1ccco1,1,-8,-11,-4,5,4,-2,6,-8,3,-7
Cc1ccc(NC(=O)Nc2ccc3c(c2)nc(C)n3C)cc1,-74,-24,-140,-14,3,21,-95,47,-68,-4,-30
CN(C(=O)Nc1cccc([N+](=O)[O-])c1)c1ccccc1,8,8,25,21,-4,6,-10,-15,-15,0,4
N=C1/C(=C\c2ccc(Br)o2)C(=O)N=C2SC(CC(=O)N3CCCCC3)=NN12,-10,-7,5,8,6,5,-28,-3,-7,1,5
Cn1c(=O)[nH]c(=O)c2c1nc(NCCCn1ccnc1)n2Cc1cccc(Br)c1,-41,-9,2,-11,-7,20,-1,0,14,7,12
O=C(CSc1nccn1-c1cccc(Cl)c1)NC1CCCC1,-6,-5,11,6,6,-2,3,0,14,0,-3
CC(O)[C@@]1(O)CC[C@H]2[C@@H]3CC[C@H]4C[C@@H](O)CC[C@]4(C)C3=CC[C@@]21C (some centres undefined),-1,2,-4,12,0,-7,17,5,10,4,-4
Clc1cccc(Cl)c1CSc1nnc(-c2ccncc2)s1,-9,-6,-4,33,-28,-11,-33,1,-23,-2,-24
O=C(c1cc2cc(Cl)ccc2oc1=O)N1CCOCC1,7,-15,-6,-6,8,-14,13,-1,-7,1,-20
O=C(Cc1ccc(Br)cc1)NCCc1ccc(F)cc1,10,10,-24,20,-7,11,2,7,-3,5,-28
NC(=O)c1ccccc1OCCOCCOCCOc1ccccc1C(N)=O,0,9,-3,5,7,19,4,-2,10,-1,-1
COc1ccccc1NS(=O)(=O)c1cccc(NS(=O)(=O)c2ccc(Cl)c(C(=O)O)c2)c1,-21,7,6,-9,5,3,5,1,8,1,-7
O=C(Nc1cccc(NC(=O)c2sc3ccccc3c2Cl)c1)c1ccco1,14,-3,-12,14,10,-8,-12,17,-12,3,-28
Cc1nn(-c2ccccc2)c(N2CCCC2)c1/C=N/NC(=O)C1CC1,13,27,-6,4,0,-22,8,-1,-2,18,5
COc1ccc(OC)c(/C=C/C(=O)OCC(=O)c2c(N)n(C)c(=O)n(C)c2=O)c1,3,9,2,10,-13,13,-22,-2,4,10,-10
Cc1cccc(-c2nsc(SCC(=O)Nc3cc(C)on3)n2)c1,-10,-17,-21,-1,-16,-20,-11,5,12,-15,-3
Cc1cccc(N=C2Sc3nc4c(C)c(C)ccc4cc3CN2CCN2CCOCC2)c1,13,16,13,0,-5,7,17,8,-6,-6,-3
CSCCC(NS(=O)(=O)c1ccc(Cl)cc1)C(=O)O (centres undefined),6,-18,8,8,-6,4,-10,-2,3,0,-2
COc1ccc(NC(=O)CS(=O)CC(=O)NCc2cccc(C(F)(F)F)c2)cc1 (centres undefined),0,8,3,3,-10,-3,8,-9,19,-5,-23
Clc1ccc(N=c2ssnc2Cl)nc1,10,-5,-9,-32,10,-13,8,-15,13,-7,-1
CCN1c2cccc3cccc(c23)S1(=O)=O,-20,3,-13,-10,13,-13,-6,-6,4,-7,-11
COCCCNC(=O)c1c(N)n(-c2ccccc2)c2nc3ccccc3nc12,23,8,-2,11,-4,-1,6,-2,10,.,-1
COc1ccc(-c2[nH]c(-c3cccc(OC)c3)nc2SCC(=O)NCc2ccco2)cc1,17,-17,8,-18,7,-17,4,-8,-19,-18,-15
N/C(=N\OC(=O)c1cccc2ccccc12)c1cccc([N+](=O)[O-])c1,-2,-23,1,-2,-4,-11,-23,15,-11,-33,-41
Cc1csc(SCC(=O)Nc2ccccc2[N+](=O)[O-])n1,-6,-9,-25,-4,-3,-4,-19,-8,-20,-14,-8
O=C(NC(=S)Nc1ccc(CN2CCCCC2)cc1)c1cccc(OCc2ccccc2)c1,-10,17,-8,-5,-16,-44,3,19,5,33,-21
COc1ccc(NC(=O)CC2C(=O)N(C)C(=S)N2CCc2ccccc2F)cc1 (centres undefined),-1,13,12,-24,1,12,-15,9,5,2,11
CCCCOc1ccc(C(=O)NCC(=O)NCC(c2cccs2)N2CCOCC2)cc1 (centres undefined),-24,-4,-40,-2,-7,1,-13,-10,4,-6,-6
COc1ccccc1CNS(=O)(=O)c1cc2c3c(c1)CCN3C(=O)CC2,-16,-14,5,-15,14,-1,-5,1,-37,3,-4
CCc1nnc(NC(=O)CCC(=O)NC2CC2)s1,-10,-7,11,-4,-1,6,18,10,14,0,-2
CN(Cc1ccccc1)C(=O)c1ccc(NC(=O)Cc2ccc(NC(=O)C3CCCN(C(=O)C4CCCC4)C3)cc2)cc1 (centres undefined),3,-9,17,-20,-11,18,19,6,6,3,25
C/C(=N\N1CCN(c2ccccc2)CC1)c1cccs1,-22,-15,-11,4,1,-12,-28,-4,4,-3,-16
COc1ccccc1C(=O)Nc1nnc(-c2ccc(F)cc2)s1,-1,-12,-2,10,-6,-34,-18,21,-32,-15,-28
O=C(NC1CC1)c1ccccc1NC(=O)c1ccccc1OC(F)F,-10,6,3,-29,2,6,4,-3,5,2,16
COc1ccc(CN(C(=O)c2snc(C(N)=O)c2N)C(C)C(=O)NCc2ccc(F)cc2)cc1 (centres undefined),7,-1,-35,19,-7,12,-1,-11,-11,-1,7
O=C(C1CCN(Cc2ccccc2)CC1)N1CCN(C/C=C/c2ccccc2)CC1,-1,1,-6,-38,0,-7,-16,-8,1,-3,12
CCC(C)[C@H](NC(=O)N1CC(=O)Nc2ccccc21)C(=O)N[C@H](C(=O)O)c1ccccc1 (some centres undefined),-5,-18,-15,-19,-11,7,-9,-9,1,-4,-5
COc1ccc(NS(=O)(=O)c2ccc(C)c(C(=O)NCc3cccnc3)c2)cc1,-17,-18,18,-4,14,12,-4,12,11,-4,2
CCOc1ccc(-c2nc(N)nc(C)c2-c2ccc(Cl)cc2)c(O)c1,20,8,9,-8,1,-5,11,-8,2,-6,7
NNC(=O)C1CC1(c1ccccc1)c1ccccc1 (centres undefined),13,-4,-1,0,15,-8,-11,-4,2,5,4
O=C(c1ccccc1-n1cccn1)N1CCc2c([nH]c3ccccc23)C1c1ccccn1 (centres undefined),-14,0,-6,-16,2,0,-28,-6,-3,-2,-29
CCOC(=O)N1CCN(CCC(=O)Nc2cc(C)ccc2OC)CC1,-2,-9,1,-4,8,9,-7,0,-3,-1,-8
CN(CC(=O)Nc1ccc(F)c(F)c1F)C(=O)CC1OC(=O)c2ccccc21 (centres undefined),-1,4,2,12,-21,0,13,-31,11,4,9

# Additional entries.
SMILES,NR2F2 inh,NCOA2 inhibitor,NR5A2 inv ag,CF NFkB block,KKLEB cytotox,TWEAK Fn14 block,NCOA1 inh,TRAIL sens C8,NCOA3 inh,EBV LMP1 NFkB,TROY signal inh
CN1N=C(C(F)(F)F)CC1=O,0,12,4,7,1,7,1,-5,2,-2,5
CCc1ccc(C(=O)NNC(=O)CCN2CCN(Cc3ccccc3)CC2)cc1,22,12,7,-2,-1,11,-2,0,21,5,9
C=CCOC(=O)C1=C(C)NC(=O)NC1c1ccc2c(c1)OCO2 (centres undefined),-12,13,0,8,2,-13,-2,0,7,4,9
CCc1ccc(S(=O)(=O)N2CCN(C(=O)c3cccnc3)CC2)cc1,14,2,0,-6,0,-1,1,-4,3,-6,5
CC(=O)c1c(C)[nH]c(C(=O)COC(=O)CCSc2ccccc2)c1C,-10,4,-2,10,-21,-2,7,-7,3,14,5

# Single values from the results shown:
# In TWEAK Fn14 block, CN1N=C(C(F)(F)F)CC1=O is entered as 7
# In NR2F2 inh, CCc1ccc(C(=O)NNC(=O)CCN2CCN(Cc3ccccc3)CC2)cc1 is entered as 22
